AmpC inh no detg: blocks E. coli AmpC beta-lactamase in detergent-free assay; AID 485341; hit rate 0.52% among 330,000; P00811; AmpC nitrocefin hydrolysis, absorbance 480 nm, 0.0001% Triton; Potency, µM (top dose mostly 57.1 µM), inactives show at the highest dose activity change, negative = inhibition, most hits filed as inhibitors;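 also: potency is read from the fitted curve at half-maximal effect; plate controls were no compound for no effect and no enzyme for full effect; nearly all actives have a fitted effect of over 20% in size; some results filed as inactive show a strong effect at the top dose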
Target sequence (P00811 whole entry, looked up): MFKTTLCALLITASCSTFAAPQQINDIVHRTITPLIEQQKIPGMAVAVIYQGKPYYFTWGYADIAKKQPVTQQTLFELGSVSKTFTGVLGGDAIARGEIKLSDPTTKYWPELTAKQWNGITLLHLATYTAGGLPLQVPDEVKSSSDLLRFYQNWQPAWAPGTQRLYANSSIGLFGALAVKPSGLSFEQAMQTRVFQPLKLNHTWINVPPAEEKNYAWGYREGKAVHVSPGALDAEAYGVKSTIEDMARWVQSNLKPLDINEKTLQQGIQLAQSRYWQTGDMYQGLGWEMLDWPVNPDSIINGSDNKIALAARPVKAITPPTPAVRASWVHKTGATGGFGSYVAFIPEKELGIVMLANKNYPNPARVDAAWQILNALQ
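20 mM phosphate pH 7.0 + 0.01% (detergent screen) or 0.0001% Triton X-100; 5.3 nM AmpC reagent; cpd preinc 15 min RT; nitrocefin (800 uM stock) to start; A480 q20 s × 4 min; Activity was normalised to no-enzyme and no-compound control wells.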
HCV inhibitor: blocks hepatitis C virus. Huh7.5.1 HCVcc-Cre infection, luciferase reporter, 44 h. Potency, µM (top dose mostly 41.8 µM), inactives show top-dose activity change, negative = inhibition, hits mostly inhibitors. hit rate 3.4% among 340,000; also: potency is read from the fitted curve at half-maximal effect
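1,000 cells/well; 4 h culture; + compound; + HCVcc-Cre (~0.5 moi); 44 h; luciferase substrate, RT 15 min; read 15 sec.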
HCMV antiviral: blocks human cytomegalovirus replication; hit rate 4.5% among 410,000; AID 1259415; HFF cells, HCMV-luciferase reporter, 72 h; hits give low values; activity change, negative = inhibition, % at 57.5 µM; in the data active = activity change below about -60%; inconclusive = no clear call, values can overlap the other calls; inactive = above about -39%
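After 16 h attachment at 37C, HFF cells received test compound and HCMV-luciferase (1 PFU/cell); reporter luminescence read 72 h later, data normalized against buffer-only and known inhibitor Salinomycin.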
Tb PYK inh: inhibitors of Trypanosoma brucei pyruvate kinase; TbPYK enzyme, Kinase-Glo Plus ATP luminescence, 45 min; Q57TT1; Potency, µM (doses to about 76.8 µM), inactives show at the top dose activity, negative = inhibition, most hits filed as inhibitors; AID 624173; hit rate 0.12% among 410,000; also: potency is read from the fitted curve at half-maximal effect; nearly all actives have a fitted effect of over 50% in size
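Luminescent Kinase-Glo Plus end-point after 45 min room-temperature reaction of T. brucei pyruvate kinase started with 130 uM ADP (final). Buffer TEA 50 mM pH 7.2 with KCl, MgCl2, BSA, Tween-20; titration-based qHTS with fitted concentration-effect curves.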
AmpC inh detg: inhibitors of E. coli AmpC beta-lactamase with detergent | P00811 | AmpC hydrolysis of nitrocefin, absorbance 480 nm, 0.01% Triton | Potency, µM (doses to about 114 µM), for the others: top-dose activity change, negative = inhibition, usual class: inhibitors | hit rate 0.041% among 370,000 | AID 485294;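 also: potency is read from the fitted curve at half-maximal effect; 0% = no-compound wells and -100% = no-enzyme wells; nearly all actives have a fitted effect of over 25% in size; some results filed as inactive show a strong effect at the top dose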
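20 mM phosphate pH 7.0 + 0.01% (detergent screen) or 0.0001% Triton X-100; 5.3 nM AmpC reagent; cpd preinc 15 min RT; nitrocefin (800 uM stock) to start; A480 q20 s × 4 min; Activity was normalised to no-enzyme and no-compound control wells.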
AMA1-RON2 inh: disrupts binding of P. falciparum AMA1 to RON2 | hit rate 0.2% among 360,000 | AlphaScreen AMA1-biotinylated RON2 peptide binding | Potency, µM (highest dose often 58.2 µM), for inactives: top-dose activity change, negative = inhibition, usual class: inhibitors;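 also: potency is read from the fitted curve at half-maximal effect; 0% = vehicle wells and -100% = peptide control; nearly all actives have a fitted effect of over 45% in size; some results filed as inactive show a strong effect at the top dose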
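AMA1 (3D7) with his tag at 25 nM final met compounds first, then biotinylated RON2 peptide at 25 nM; detection used donor plus acceptor beads, 10 µg/mL apiece, read by AlphaScreen after 30 min at room temperature.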
LmPK inhibitor: LmPK (Leishmania mexicana) enzyme inhibition | purified LmPK, Kinase-Glo ATP luminescence, 1 h | Potency, µM (top dose mostly 57.5 µM), for the others: top-dose activity change, negative = inhibition, usual class: inhibitors | hit rate 0.37% among 290,000 | AID 1721; also: potency is read from the fitted curve at half-maximal effect
Target sequence (Q27686 whole entry, looked up): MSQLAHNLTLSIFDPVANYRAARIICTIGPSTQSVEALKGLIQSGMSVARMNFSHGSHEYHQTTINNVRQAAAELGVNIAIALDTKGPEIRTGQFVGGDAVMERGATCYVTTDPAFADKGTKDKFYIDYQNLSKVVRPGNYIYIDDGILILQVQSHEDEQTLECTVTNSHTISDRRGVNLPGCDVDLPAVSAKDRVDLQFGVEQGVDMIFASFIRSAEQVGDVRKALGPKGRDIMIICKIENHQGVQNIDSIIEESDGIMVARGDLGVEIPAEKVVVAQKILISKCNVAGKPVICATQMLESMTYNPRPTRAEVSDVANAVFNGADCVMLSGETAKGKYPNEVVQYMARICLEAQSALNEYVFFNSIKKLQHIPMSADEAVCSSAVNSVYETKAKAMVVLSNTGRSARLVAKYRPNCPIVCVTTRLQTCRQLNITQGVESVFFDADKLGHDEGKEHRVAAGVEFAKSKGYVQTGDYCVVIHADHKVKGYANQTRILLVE
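ATP generated from ADP (0.1 mM) and PEP (0.5 mM) by 0.1 nM LmPK over 1 h at room temperature (pH 7.2 imidazole buffer) was detected by coupled luciferase luminescence. Values were normalized to uninhibited and no-enzyme wells.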
* marks the source's active call; other numbers are inactive results; ? = inconclusive; / = no result given; & = joins results of further samples; ! = a repeat was not active; [ ] = remark or other dose. Unless noted, calls follow the shape of the dose curve; as a rule, active = well fitted curve in the direction sought with a large enough effect; inconclusive = small, poorly fitted or top-dose-only effect, or another doubt; inactive = no such curve, though single readings can be large; an effect the other way counts as inactive or inconclusive. Unless noted, % is scaled to controls: 0 for no effect and ±100 for the full control effect.

SMILES	AmpC inh no detg	HCV inhibitor	HCMV antiviral	Tb PYK inh	AmpC inh detg	AMA1-RON2 inh	LmPK inhibitor
CCOC(=O)C(CC)Sc1ccc2nnc(CCNS(=O)(=O)c3ccc(C)cc3)n2n1 (configuration not stated)	/	/	31	-1%	20%	/	/
Cc1nn(Cc2c(F)c(F)c(F)c(F)c2F)c(C)c1NC(=O)c1c(-c2ccccc2)nn(-c2ccccc2)c1C	-1%	?	-37	3%	6%	-1%	3%
Cc1ccc(O)c(NC(=O)c2ccc3c(c2)C(=O)N(Cc2ccco2)C3=O)c1	44%	18%	-31	2%	-10%	9%	-9%
O=C(NC(=O)c1ccccc1)Nc1cccc(S(=O)(=O)N2CCCCC2)c1	-12%	16%	-13	-13%	-14%	5%	0%
O=C1C(=O)N(Cc2ccccc2)C(=O)N1CCN1C(=O)c2ccccc2C1=O	-12%[11.4 µM]	19%	-27	1%	0%	-1%	5%
CCCSc1nc2c(cnn2-c2ccc(C)c(C)c2)c(=O)[nH]1	-7%	?	74	0%	-7%	-8%	10%
c1ccc(-n2nnnc2SCCCSc2nc3ccccc3s2)cc1	-28%	?	109	4%	-10%	40%[activator]	0%
Cc1cccc(OC(C)C(=O)Nc2nc(-c3ccncc3)cs2)c1 (configuration not stated)	-50%	?	-34	-14%	?	7%	/
COc1ccc(/C=N/NC(=S)Nc2ccccc2)cc1	-28%	20%	-8	6%	-6%	3%	-1%
CCN(CC)c1ccc(N=Cc2c(C)[nH]c3ccccc23)cc1	-38%	?	-17	-6%	-6%	-13%[2.32 µM]	2%
O=C(NCc1ccccc1)C1CCC(=O)N(CC2CCCCC2)C1 (configuration not stated)	18%	18%	-5	3%	0%	-11%	0%
CCN(CC)S(=O)(=O)c1ccc(C)c(C)c1	-12%	17%	-11	-3%	-5%	16%	2%
Cc1cc2ncn(-c3ncccc3[N+](=O)[O-])c2cc1C	-20%	21%	-7	0%	3%	-8%	-10%
CNC[C@H]1OCCCC[C@H](C)Oc2ccc(NC(=O)CCCN(C)C)cc2C(=O)N([C@H](C)CO)C[C@@H]1C	/	/	-13	9%	/	-8%	/
COc1ccc(C(C(=O)NCc2ccccc2)N(C(=O)Cn2nnc3ccccc32)c2ccc(OC)cc2)cc1 (configuration not stated)	/	/	-12	-8%	12%	/	/
O=C(c1cc(-c2ccc(Br)cc2)n[nH]1)N1CCN(S(=O)(=O)c2ccc(Cl)s2)CC1	/	/	?	0%[15.4 µM]	-7%	/	/
COc1ccc(-c2ccc(C(=O)Nc3cccc(NS(C)(=O)=O)c3)c3occc23)c(C)c1	/	/	-25	-7%	/	-22%	/
COc1cccc(C2=NOC(C(=O)NCc3ccco3)C2)c1 (configuration not stated)	-25%	19%	-10	-2%	-9%	-23%	2%
CCOC(=O)c1[nH]c2ccc(OC)cc2c1NC(=O)N1CCOCC1	-10%	-7%	51	-6%	?	-2%	1%
COc1ccccc1Nc1nc(NCC(C)C)nc(N)c1[N+](=O)[O-]	-18%	?	-85*	-20%	-1%	-16%	-1%
O=C(c1ccccc1)c1cc([N+](=O)[O-])ccc1N1CCCC1	-24%	?	-61*	-4%	-12%	-16%	7%
COC(=O)c1cc(=O)nc2sccn12	-15%	18%	2	-2%	-13%	16%	1%
Cc1cccc(C)c1NC(=S)N(Cc1ccccc1)Cc1cccnc1	-17%	8%	-18	4%	-13%	-19%	0%
CC1(C(=O)NS(=O)(=O)c2cccc(Cl)c2)CCN1C(=O)COc1ccc(Cl)cc1 (configuration not stated)	/	/	-17	2%	/	0%	/
O=C(O)c1ccc(-n2c(O)c(/C=C3\C=Nc4ccccc43)c(=O)[nH]c2=O)cc1	-23%	15%	74	6%	-6%	-3%	0%
COc1cccc(C(=O)NC2CCCN(C3Cc4ccccc4C3)C2)c1OC (configuration not stated)	24%	-4%	0	3%	-6%	-8%	-4%
CCc1cccc(CC)c1NC(=S)Nc1ccccc1	-15%	-7%	0	-6%	9%	11%	0%
COc1ccc(NC(=O)CN(c2ccc(C)cc2)S(=O)(=O)c2cccs2)cc1OC	/	/	5	1%	5%	/	/
Cc1nnc(SCCN2C(=O)c3ccccc3C2=O)nc1C	/	7%	13	2%	/	?	/
CCCCCC(/C=N/Nc1ccc(S(=O)(=O)N2CCOCC2)cc1[N+](=O)[O-])=C\c1ccccc1	-13%	0%	-96*	-7%	4%	-10%	-8%
O=C(C1CCN(S(=O)(=O)N2CCC3(CC2)OCCO3)CC1)N1CCc2ccccc2C1	-1%	-10%	52	0%	3%	-10%	-8%
COc1ccc([N+](=O)[O-])cc1N(CC(=O)Nc1ccccc1C(=O)N1CCCC1)S(C)(=O)=O	-5%	5%	-14	2%	3%	7%	10%
Cc1cc(C)n(Cc2n[nH]c(=S)n2Cc2ccccc2)n1	-8%	0%	-1	?	3%	0%	-6%
Cc1ccc(S(=O)(=O)N2CCN(C(=O)CCC(=O)NCc3ccc(F)cc3)CC2)cc1	90%[activator]	31%[activator]	-34	-5%	0%	-1%	-1%
CCCS(=O)(=O)Nc1cccc(-c2cn3c(n2)SCC3)c1	-33%	3%	0	-6%	-13%	-2%	8%
CCOc1ccc(NC(=O)CN2C(=O)C(c3ccc(Cl)cc3)=NC2(C)C)cc1	/	/	-1	1%	22%	/	/
O=C(Nc1ccc2c(c1)OCCO2)c1cncc(Br)c1	-11%	-7%	68	-12%	-3%	-1%	-28%
C1=C\CCC2(OCCO2)C2(CC/1)OCCO2	/	/	-33	-13%	/	10%	/
Cc1nn(C)c(C)c1NC(=O)c1ccc(Br)o1	-15%	-5%	17	3%	3%	0%	1%
CN(CC(=O)Nc1ccc(N2CCOCC2)cc1)CC(=O)Nc1ccccc1C#N	-15%	1%	19	-2%	1%	58%[activator]	3%

Looked up by structure from the entries so far:
SMILES	AmpC inh no detg	HCV inhibitor	HCMV antiviral	Tb PYK inh	AmpC inh detg	AMA1-RON2 inh	LmPK inhibitor
C1=C\CCC2(OCCO2)C2(CC/1)OCCO2	/	/	-33	-13%	/	10%	/
O=C(O)c1ccc(-n2c(O)c(/C=C3\C=Nc4ccccc43)c(=O)[nH]c2=O)cc1	-23%	15%	74	6%	-6%	-3%	0%
O=C(C1CCN(S(=O)(=O)N2CCC3(CC2)OCCO3)CC1)N1CCc2ccccc2C1	-1%	-10%	52	0%	3%	-10%	-8%
CCCS(=O)(=O)Nc1cccc(-c2cn3c(n2)SCC3)c1	-33%	3%	0	-6%	-13%	-2%	8%

Later entries
SMILES	AmpC inh no detg	HCV inhibitor	HCMV antiviral	Tb PYK inh	AmpC inh detg	AMA1-RON2 inh	LmPK inhibitor
Cc1ccc(NC(=O)CC2C(=O)NCCN2C(=S)Nc2ccccc2)c(C)c1 (configuration not stated)	2%	7%	?	-6%	-12%	-14%	4%
CCOC(=O)c1sc(NC(=O)c2ccoc2C)c(C(N)=O)c1C	81%[activator]	?	-17	-9%	-1%	2%	-3%
COc1cc(/C(C)=N/N2CCN(c3ccccc3OC)CC2)ccc1O	51%	0%	132	2%	-9%	-3%	-7%
O=C(c1ccccc1)c1ccc(COC(=O)c2cnccn2)cc1	-5%	-1%	7	0%	-3%	2%	-13%
Cc1ccc(NC(=O)c2cc(N3C(=O)C4CC=CCC4C3=O)ccc2N2CCOCC2)cc1Cl (configuration not stated)	31%	-9%	/	-7%	-9%	-6%	0%
COc1ccc2c(c1)[nH]c1c(=O)n(CCCN3CCOCC3)cnc12	-27%	3%	2	3%	?	14%	-1%
Cc1ccc(C(=O)NNC(=O)c2ccccc2-n2cccc2)cc1	-2%	22%	-39	0%	-12%	46%[activator]	2%
COc1cccc(CNC(=O)C(C)n2c(=O)cc(-c3ccccc3)c3c(C)nn(C)c32)c1 (configuration not stated)	/	/	-6	-6%	-3%	/	/
O=C(N[C@@H](Cc1c[nH]c2ccccc12)C(=O)O)c1ccc(Cl)cc1	-8%	26%	38	4%	4%	27%	3%
O=C(CSc1nnc2ccc(-c3ccc(F)cc3)nn12)N1CCOCC1	-19%	15%	-20	7%	-4%	14%	/
Cc1ccccc1S(=O)(=O)Cc1ccc(C(=O)N2CCN(c3cccc(C)c3C)CC2)o1	60%	5µM*	-20	-1%	-3%	-6%	7%
O=C(NCCCNC(=O)c1ccccc1)c1ccccc1	/	-3%	-23	3%	/	-6%	/
CCOC(=O)c1c(-c2ccccc2)nnn1-c1nc(OCC)nc(N2CCCCC2)n1	49%	6.3µM*	?	-1%	3%	-2%	2%
CCOc1ccc(OCC)c(NC(=O)c2cc(-c3cccs3)nc3ccccc23)c1	/	/	-3	0%	-8%	/	/
COc1ccc(C)cc1NC(=O)CN1C(=O)CSc2ccc(S(=O)(=O)N3CCCC3)cc21	-22%	-15%	-17&11	-6%&-5%	4%&0%	-8%	7%
CCOC(=O)C(=O)Nc1ccc(F)cc1	-4%	-2%	-31	-2%	-5%	-2%	-5%
CCCNC(=O)CCn1nc(-c2ccc(C)cc2)c2ccccc2c1=O	47%	-18%	-65*!	0%&-12%	2%&-2%	3%	1%
O=C(COc1ccc(F)cc1)NCC1CCCO1 (configuration not stated)	-12%	17%	10	-7%	?	4%	0%
OC[C@@H]1CN(Cc2ccc(-c3ccccc3)cc2)C[C@H](n2cnc3c(N4CCCC4)ncnc32)O1	/	/	-14	1%	/	-20%	/
CCCCOc1ccc(S(=O)(=O)NC(=O)C2(C)CCN2C(=O)Cc2cccs2)cc1 (configuration not stated)	/	/	-1	3%	/	4%	/
C/C=C\C(=O)Nc1cccc(C2=NOC3(C2)C[C@@H](C(N)=O)N(C(=O)COc2ccc(Cl)cc2)C3)c1 (some centres not stated)	88%[activator]	-17%	5	2%	0%	-1%	1%
O=C(c1cc2ccccc2oc1=O)N1CCCC1	-18%	-7%	3	-4%	-8%	7%	-9%
CC(=O)Oc1ccc(OC(C)=O)c2c1CC(C)=C(C)C2	-2%	-15%	?	6%	1%	-4%	-3%
CCCCCOC(=O)CCN1C(=O)/C(=C2\SC(=S)N(CCC(=O)OCCCCC)C2=O)SC1=S	-20%	21%	-1	-11%	-7%	-12%	-3%
COc1cccc2c1OCC(C(=O)Nc1nccs1)=C2	-20%	4%	70	1%	1%	75%[activator]	-1%
CSc1ccc(CN2CCN(C(=O)CC(C)C)CC2)cc1	23%	11µM*	-31	3%	?	-29%	-4%
COc1ccc(-c2nc(NCCCN(C)C)c3ccccc3n2)cc1	-5%	?	130	1%	?	6%	5%
